High-throughput results: PubChem BioAssay, National Center for Advancing Translational Sciences (NCATS)
TrxR1 inh: rat TrxR1 inhibition; AID 588453; Potency, µM (series often up to 114 µM), for the others: top-dose activity change, negative = inhibition, most hits filed as inhibitors; recombinant rTrxR1, NADPH fluorescence consumption, selenite substrate; O89049; 390,000 compounds, 1% hits; further: potency means the concentration at half of the fitted maximal effect; on the % scale 0 is the no-effect control and ±100 the full control effect; nearly all actives have a fitted effect of over 65% in size
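Rat TrxR1 (90 nM in the dispensed reagent) was pre-reduced with 400 uM NADPH for 5 min at room temperature, then incubated with compound for 15 min. After 400 uM selenite was added, NADPH fluorescence (Ex 340/Em 450 nm) was followed for 8 min.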
PGK inhibitor: inhibitors of T. brucei phosphoglycerate kinase; P07378; PGK/GAPDH coupled, Kinase-Glo luminescence, 60 min; Potency, µM (titrated, usually from 57.5 µM), for inactives: at the top dose activity change, negative = inhibition, hits mostly inhibitors; 380,000 compounds, 0.043% hits; AID 602233; further: potency means the concentration at half of the fitted maximal effect; on the % scale 0 is the no-effect control and ±100 the full control effect; nearly all actives have a fitted effect of over 60% in size
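Recombinant glycosomal PGK reaction used 1,3-bisphosphoglycerate generated in-well by GAPDH (100nM final) in 100mM TEA pH 7.6, 5mM MgCl2, 0.01% Tween-20. After 60 minutes at room temperature, ATP was read by Kinase-Glo Plus luminescence end-point.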
Pin1 inh: inhibitors of human Pin1; Potency, µM (titrated, usually from 115 µM), without a hit: at the highest dose activity, negative = inhibition, hits mostly inhibitors; Q13526; Pin1 FP peptide displacement, HiFluor488, 10 min; 390,000 compounds, 0.009% hits; active means well fitted inhibition curve with a large enough effect in the polarisation, with a control signal flat, not every such curve was filed as active; inconclusive means small, poorly fitted or top-dose-only effect, or effect the other way, or a change in a side signal; inactive means no such curve, though single readings can be large or run the other way; the % refers to the polarisation; further: potency means the concentration at half of the fitted maximal effect; on the % scale 0 is the no-effect control and ±100 the full control effect
Target sequence (Q13526 whole entry, looked up): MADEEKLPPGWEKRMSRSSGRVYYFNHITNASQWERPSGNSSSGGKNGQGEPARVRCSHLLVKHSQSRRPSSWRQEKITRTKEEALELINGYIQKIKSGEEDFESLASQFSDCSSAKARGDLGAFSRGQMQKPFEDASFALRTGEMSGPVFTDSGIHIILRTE
TrxR1 substrate: substrates of rat thioredoxin reductase 1. O89049. Potency, µM (top dose mostly 114 µM), without a hit: top-dose activity change, negative = substrate turnover. purified TrxR1 substrate turnover, NADPH consumption readout. 390,000 compounds, 0.01% hits; further: potency means the concentration at half of the fitted maximal effect; on the % scale 0 is the no-effect control and ±100 the full control effect; nearly all actives have a fitted effect of over 50% in size
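Rat TrxR1, dispensed at 90 nM, was prereduced with 400 uM NADPH (final) for 5 min at ~22 deg C, then incubated with compound 15 min before 400 uM selenite. A first-read NADPH fluorescence drop versus no-compound background flagged substrates.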
IDH1 R132H inh: blocks human mutant IDH1 R132H enzyme | 390,000 compounds, 0.093% hits | IDH1-R132H enzyme, NADPH consumption, diaphorase/resazurin fluorescence | Potency, µM (highest dose often 76.6 µM), for the others: at the highest dose activity change, negative = inhibition, hits mostly inhibitors | AID 602179 | O75874; further: potency means the concentration at half of the fitted maximal effect; on the % scale 0 is the no-effect control and ±100 the full control effect; nearly all actives have a fitted effect of over 65% in size
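IDH1-R132H (0.5 ug/mL) preincubated 30 min with compound, then NADPH (0.016 mM) and alpha-KG (2 mM) added; 80 min at RT, pH 7.5. Remaining NADPH coupled via diaphorase/resazurin to fluorescence (540/590 nm); concentration-response curves normalized to no-enzyme control.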
USP1 inh: USP1/UAF1 (human) deubiquitinase inhibition. O94782. recombinant USP1/UAF1, Ub-Rhodamine cleavage fluorescence. Potency, µM (highest dose often 57.1 µM), without a hit: top-dose activity change, negative = inhibition, most hits filed as inhibitors. 390,000 compounds, 0.23% hits. AID 743255; further: potency means the concentration at half of the fitted maximal effect; on the % scale 0 is the no-effect control and ±100 the full control effect; nearly all actives have a fitted effect of over 60% in size; inactives centre near -12
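In this screen, compounds sit with the deubiquitinase complex (1nM) for 15 min at room temperature before Ub-Rho is added at 150nM final. Fluorescence rise is then followed for 6 reads every 60 seconds.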
HP1b binding inh: blocks HP1-beta chromodomain binding to methylated histone tails; P83916; AlphaScreen HP1-beta / biotin-H3K9me3 peptide binding; Potency, µM (series often up to 114 µM), for inactives: at the highest dose activity change, negative = inhibition, most hits filed as inhibitors; 390,000 compounds, 0.56% hits; further: potency means the concentration at half of the fitted maximal effect; nearly all actives have a fitted effect of over 70% in size; inactives centre near 23
Target sequence (P83916 whole entry, looked up): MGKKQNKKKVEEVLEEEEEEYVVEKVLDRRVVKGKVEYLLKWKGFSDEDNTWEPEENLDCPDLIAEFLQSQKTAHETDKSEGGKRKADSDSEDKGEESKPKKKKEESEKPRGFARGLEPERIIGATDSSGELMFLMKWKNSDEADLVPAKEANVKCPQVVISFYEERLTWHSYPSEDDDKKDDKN
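Compound inhibition of the preformed complex between 50 nM HP1-beta and 50 nM biotinylated H3K9me3 peptide was read by AlphaScreen. Buffer was PBS pH 7.4 with 0.01% Tween-20. Incubations ran 30 min at room temperature, with 10 ug/mL donor/acceptor beads.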
GLS inhibitor: blocks human kidney-isoform glutaminase activity; GLS enzymatic activity, qHTS titration; Potency, µM (top dose mostly 45.5 µM), without a hit: at the top dose activity change, negative = inhibition, most hits filed as inhibitors; 410,000 compounds, 0.21% hits; AID 624170; further: potency means the concentration at half of the fitted maximal effect; on the % scale 0 is the no-effect control and ±100 the full control effect
Target sequence (O94925 whole entry, looked up, canonical isoform): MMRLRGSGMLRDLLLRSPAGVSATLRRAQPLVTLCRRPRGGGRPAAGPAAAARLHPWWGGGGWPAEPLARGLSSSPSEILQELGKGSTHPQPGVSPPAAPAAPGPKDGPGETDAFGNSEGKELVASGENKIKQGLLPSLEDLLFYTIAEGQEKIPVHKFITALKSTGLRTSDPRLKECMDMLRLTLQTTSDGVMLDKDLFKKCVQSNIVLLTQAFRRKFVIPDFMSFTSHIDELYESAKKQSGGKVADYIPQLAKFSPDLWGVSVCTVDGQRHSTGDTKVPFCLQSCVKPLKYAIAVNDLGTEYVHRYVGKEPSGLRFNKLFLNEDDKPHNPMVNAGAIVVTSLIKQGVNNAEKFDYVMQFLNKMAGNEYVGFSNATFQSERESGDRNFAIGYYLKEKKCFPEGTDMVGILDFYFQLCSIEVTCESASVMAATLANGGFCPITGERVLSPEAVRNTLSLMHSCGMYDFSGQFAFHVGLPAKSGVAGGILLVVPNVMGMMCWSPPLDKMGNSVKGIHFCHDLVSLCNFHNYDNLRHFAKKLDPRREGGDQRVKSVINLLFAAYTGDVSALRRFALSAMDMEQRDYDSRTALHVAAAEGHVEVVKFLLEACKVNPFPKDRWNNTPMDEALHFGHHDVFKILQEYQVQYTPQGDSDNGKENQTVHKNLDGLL
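Glutamate formation by hKGA was monitored fluorometrically using coupled glutamate oxidase, HRP and Amplex Red. Substrate was added as 1 mM L-glutamine solution; incubation was 30 min at RT after an initial read.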
PI4K2A inh: PI4K2A (human) kinase inhibition. Q9BTU6. purified PI4K2A, ADP-Glo luminescence, 1 h; hits give low values. activity change, negative = inhibition, % at 76.9 µM. 420,000 compounds, 0.13% hits; in the data active means activity change below about -50%; inconclusive means mostly about -30% to -49%;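 further: -100% = wells without enzyme as full effect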
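ADP-Glo luminescence measured ADP generated by PI4K2A enzyme (4 ug/mL before mixing) with 1.2 mM PI substrate (pre-mix) and 300 microM ATP (pre-mix). Tris pH7.5 buffer with MgCl2, Triton X-100; 1 h reaction at ambient temperature.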
* hit, by the source's call; i = inactive; ? = inconclusive; & = joins results of further samples; [ ] = dose if it differs, or a comment. Unless noted, the call rests on the fitted dose curve; in most records, active means well fitted curve in the direction sought with a large enough effect; inconclusive means small, poorly fitted or top-dose-only effect, or another doubt; inactive means no such curve, though single readings can be large; an effect the other way counts as inactive or inconclusive.

The line under a structure holds: TrxR1 substrate, USP1 inh, PGK inhibitor, HP1b binding inh, PI4K2A inh, IDH1 R132H inh, Pin1 inh, TrxR1 inh, GLS inhibitor
Oc1c(C(c2cccc(Cl)c2)N2CCOCC2)sc2nc(-c3ccco3)nn12 (configuration not stated)
    1%[57.1 µM], -16%, -3%, 30%, 7, 10%, -7%, -3%[57.1 µM], -3%
COc1ccc(S(=O)(=O)NCCc2sc(-c3ccccc3)nc2C)cc1OC
    -1%[57.1 µM], -31%, -5%, 24%[57 µM], -1, 7%, 8%, 18%[57.1 µM], -2%
CCOc1ccc(-c2nnc(SCC(=O)NC(C)CC)nc2-c2ccc(OCC)c(OC)c2)cc1OC (configuration not stated)
    -2%[57.1 µM], -17%, -7%, 39%[activator], 2, 10%, 9%, 9%[57.1 µM], -6%
COc1ccc(CNC(=O)CN(C(=O)c2csnn2)c2cccc3c2CCCC3)cc1
    6%[57.1 µM], -13%, i, 76%[activator], 4, 5%, -4%, 1%[57.1 µM], -7%
O=C(c1cccc(Cl)c1)N1CCC(C(=O)N2CCN(Cc3ccccc3)CC2)CC1
    -2%, -10%, -4%, 27%, 2, 5%, -9%, -9%, -3%
Cc1ccc(C)c(NC(=O)CSc2nc3nc(-c4cccs4)cc(C(F)(F)F)c3c(=O)[nH]2)c1
    20%, ?, -7%, 44%[activator], 3, -3%, ?, 14%, -2%
O=C(COC(=O)c1ccccc1[N+](=O)[O-])Nc1cc(S(=O)(=O)N2CCOCC2)ccc1N1CCCC1
    -3%, -16%, i, 13%, -1, 4%, -13%, 16%[57.1 µM], 13%
Nc1ccc(C(=O)Nc2cccc(NC(=O)c3ccc(N)cc3)c2)cc1
    -5%[57.1 µM], -3%, -10%, -15%, -5, 2%, 1%, 8%, -10%
COc1ccccc1OCC(=O)NCC1(N(C)C)CCCCC1
    -1%, -9%, -10%, 38%[activator], 1, 16%, -5%, 12%, 15%
COc1cc(OC)cc(C(=O)NC(=S)NNC(=O)Cc2cccs2)c1
    4%, -23%, 8%, 17%, 0, -4%, -1%, -16%, 23%
CC(=O)c1ccc(N2C(=O)N(Cc3cc(C)ccc3C)c3ccccc3S2(=O)=O)cc1
    2%[57.1 µM], -28%, -5%, 29%, -1, 8%, 0%, 18%[57.1 µM], 6%
CC(=O)c1[nH]c(C)c(C(=O)N2CCCC(Nc3cccc(F)c3)C2)c1C (configuration not stated)
    4%, -7%, -6%, 31%, 0, 0%, -2%, -2%, 9%
Cc1nnc(N2CCC(C(=O)N3CCCCC3)CC2)c2nn(-c3ccccc3)c(C)c12
    -3%, -16%, -3%, 34%, 2, 10%, 13%, -2%, -2%
CNS(=O)(=O)c1cnccc1N1CCN(c2cccc(C)c2)CC1
    -5%, -17%, -5%, 15%, 4, 5%, -4%, -1%, 33%
COc1ccc(-n2nnc(-c3nc(-c4cccs4)no3)c2N)cc1
    -6%, -25%, -5%, 19%, -5, 10%, 1%, -2%, 5%
O=C(CN1C(=O)c2ccccc2S1(=O)=O)N1CCc2ccccc2C1
    11%[57.1 µM], -4%, -2%, 23%, 4, 4%, 6%, 30%[57.1 µM], 3%
N#C/C(=C/c1ccc(C(=O)O)cc1)C(=O)NCc1ccccc1
    -1%, -10%, 3%, 17%, -13, 0%, -3%, -6%, -7%
O=C(CSc1ncnc2ccccc12)N1CCCC1
    -5%, -21%, -4%, 30%, 2, -1%, -9%, 20%, -13%
CCCN1C/C(=C/c2ccc3c(c2)OCO3)C(=O)/C(=C/c2ccc3c(c2)OCO3)C1
    -1%, 0%, -4%, ?, -4, 0%, 12%, ?, 10%
Cc1ccc(N(CC(=O)O)C2SC(=O)NC2=O)cc1 (configuration not stated)
    10%, -3%, -1%, 18%, 2, -9%, 3%, -12%[57.1 µM], 34%[activator]
COc1ccc2c(C)cc(C)nc2n1
    -6%, -5%, -9%, 44%[activator], -4, -1%, 0%, 1%[57.1 µM], -4%
Cc1c(C(=O)N(Cc2ccco2)Cc2cccs2)oc2ccccc12
    -5%, -24%, i, 35%, -14, 5%, -3%, ?, 5%
Cc1[nH]c(=S)c(C#N)c(-c2ccccc2)c1C(=O)Nc1ccccc1
    -1%[57.1 µM], 0%, 17%, -3%, -4, 19%, ?, ?, 29%
O=C(c1ccc2c(c1)OCCO2)N(Cc1cccnc1)c1nc2ccc(F)cc2s1
    -2%[57.1 µM], -7%, 8%, 27%[57 µM], -2, -16%, 3%, 13%[57.1 µM], -12%
Cc1ccc(S(=O)(=O)N2CCN(C(=O)CSc3nc4ccccc4c(=O)[nH]3)CC2)c(C)c1
    4%, -23%, 0%, 10%, 1, 2%, 3%, 17%, -8%
Cc1ccccc1C(=O)Nc1ccc(Br)c(C)n1
    -9%, 6%, -4%, 18%, -3, 1%, 2%, -4%[57.1 µM], -9%
Cc1ccc(S(=O)(=O)NCC(C)n2nc(C)nc2C)cc1 (configuration not stated)
    7%, -7%, -7%, -3%, 3, 0%, -4%, 22%, -1%
COCCCNCCOCCOc1ccc(C)cc1[N+](=O)[O-]
    -2%, -3%, -6%, ?, 10, 4%, -11%, -11%, -8%
CC(=O)N1CCOc2cc(S(=O)(=O)N(C)Cc3ccccc3)c(Cl)cc21
    -7%, -23%, -23%, 41%, 3, -1%, 5%, -11%, -10%
Cc1ccc(-n2ccnc(SCC(=O)NC3CCCC3)c2=O)cc1F
    42%[activator], -2%, -8%, 28%, -4, -17%, 1%, 16%, -3%
CCOc1ccccc1NC(=O)C1=C(C)Nc2ncnn2C1c1ccco1 (configuration not stated)
    1%[57.1 µM], ?, -7%, 23%[57 µM], 3, -3%, -6%, 22%[57.1 µM], 2%
C/C(=N\NC(=O)C(NC(=O)c1ccccc1)C(C)C)c1ccccc1 (configuration not stated)
    7%, -13%, 8%, 46%[activator], 2, 2%, 5%, -1%[57.1 µM], -1%
COC(=O)c1ccc(COc2ccc3c(C)c(C)c(=O)oc3c2C)o1
    23%[57.1 µM], -13%, 10%, 29%, -7, 1%, -1%, 12%[57.1 µM], 0%
Cc1ccc2c(c1)C1(C(=O)N2)N2CCCC2C(C(=O)c2ccc3ccccc3c2)C12C(=O)Nc1ccccc12 (configuration not stated)
    -3%, -9%, 0%, ?, 3, -10%, 2%, 1%, -10%
COc1cc2sc3ccc(-c4ccc5[nH]ccc5c4)cc3c(=O)c2cc1OC
    -7%[57.1 µM], -18%, -6%, 38%, -15, 9%, ?, -5%[57.1 µM], -3%
Cc1ccc(C(=O)NN2CC(O)=C(c3nc(-c4cccc([N+](=O)[O-])c4)cs3)C2=N)cc1
    2%[57.1 µM], -5%, -9%, 11%, -7, 0%, ?, 20%[57.1 µM], -3%
COc1ccccc1NC(=O)C(=O)N/N=C(\C)CC(=O)Nc1ccccc1C(F)(F)F
    3%, -5%, -4%, 51%[activator], 0, -2%, 2%, -5%, 0%
CCN(CC)C1=CC(=[N+]2CCCC2)CC(C)(C)C1
    -3%[57.1 µM], -9%, 3%, 2%, -3, 3%, 0%, -5%[57.1 µM], 5%
CCCCn1c2nc3ccccc3nc2c2c(=O)n(CCC)cnc21
    23%, 3%, 1%, 17%, 7, 1%, 2%, 3%, 11%
CCC(C)NC(=S)N1CCN(C(c2ccccc2)c2ccccc2)CC1 (configuration not stated)
    1%, -12%, -5%, 29%, -1, 2%, 4%, 17%, 7%
O=C(NC(Cc1c[nH]c2ccccc12)C(=O)Nc1ccc(F)c([N+](=O)[O-])c1)c1cccs1 (configuration not stated)
    -12%, -22%, -11%, -29%, -1, -9%, 0%, 8%[57.1 µM], 3%
O=C(CCc1nc(-c2cccs2)no1)Nc1ccccc1[N+](=O)[O-]
    -2%, -3%, -2%, -18%, -1, -3%, -3%, 25%, 0%
CC(C)(C)OC(=O)N1CCC(c2c(C(=O)N3CCCCC3)cnn2-c2ccc(Cl)cc2)CC1
    3%, -16%, i, 3%, 2, -13%, -3%, 28%, -3%
Cc1ccc2nc(NCCc3ccccc3)c3nncn3c2c1
    3%&7%, -10%&0%, -11%&-5%, 15%&30%, -6&2, 1%&-9%, 0%&12%, 14%&4%, 3%&-7%
S=C(NCCSCc1ccc(Cl)cc1)Nc1ccccc1
    -3%, -4%, 1%, 10%, 12, 0%, -4%, -9%, 9%
CCOC(=O)C1=C(C)Nc2sc(C(=O)c3ccc(F)cc3)c(N)c2C1c1ccc(C(=O)OC)cc1 (configuration not stated)
    -3%, -14%, -9%, 41%[activator], -6, 1%, ?, -7%, 2%
COC(=O)C(/C=N/OCc1ccc([N+](=O)[O-])cc1)NC(=O)c1ccccc1 (configuration not stated)
    -2%, 2%, 4%, 30%, 12, 5%, -3%, -10%, 16%
CCN(CC(F)(F)C(F)F)S(=O)(=O)c1ccc(NC(=O)OC)cc1
    -10%, -19%, 4%, ?, -12, 6%, ?, -7%, ?
COc1ccc(CN2CC(=O)N(c3ccccc3OC)C2=S)cc1OC
    3%[57.1 µM], -18%, 5%, 9%, -2, -5%, 2%, 3%[57.1 µM], 15%
Cn1c(CNS(=O)(=O)c2ccc(Br)cc2)n[nH]c1=S
    1%[57.1 µM], 2%, i, 12%, -5, 17%, -1%, -4%[57.1 µM], 22%

Only part of the results is shown; rates above refer to the full screens.
